STK33 inh – blocks human STK33 kinase activity; 320,000 tested, 0.073% active; Q9BYT3; purified STK33, MBP phosphorylation, ADP-Glo luminescence; inhibition, % at 10 µM;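 active = inhibition at or above 25%, using the most active replicate where run in duplicate; inactive = inhibition below 25%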
Target sequence (Q9BYT3 whole entry, looked up): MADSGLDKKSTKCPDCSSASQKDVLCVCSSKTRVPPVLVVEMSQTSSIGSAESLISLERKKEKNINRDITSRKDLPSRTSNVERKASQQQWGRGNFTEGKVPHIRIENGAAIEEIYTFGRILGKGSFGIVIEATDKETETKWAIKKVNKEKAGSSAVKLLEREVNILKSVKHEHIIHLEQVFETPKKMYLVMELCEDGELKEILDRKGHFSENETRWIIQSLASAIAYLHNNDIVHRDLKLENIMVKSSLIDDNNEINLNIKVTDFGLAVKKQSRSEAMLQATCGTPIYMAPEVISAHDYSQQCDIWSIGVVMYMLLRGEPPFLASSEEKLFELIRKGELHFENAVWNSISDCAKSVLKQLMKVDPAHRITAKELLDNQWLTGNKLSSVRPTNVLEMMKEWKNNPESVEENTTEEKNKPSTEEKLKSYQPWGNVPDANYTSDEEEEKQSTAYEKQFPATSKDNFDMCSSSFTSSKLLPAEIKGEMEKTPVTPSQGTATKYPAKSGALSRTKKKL
KCNQ2 inh – KCNQ2 potassium channel inhibitors, primary screen, cell-based, CHO-K1, FluxOR thallium flux, B-score (AID 2156); B-score at 10 µM; O88943; 20 min; active compounds read low; 310,000 tested, 1.1% active;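 active = fluorescence ratio B-score at most minus 3 library SDs, with starting brightness B-score within 2 library SDs, cut at about -5.5 in these data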
OX1R FRET antag – antagonists of human orexin 1 receptor (OX1R). OX1R-expressing cells, FRET antagonist read-out. inhibition, % at 6.6 µM. 330,000 tested, 1.8% active. AID 485270; in the data active = inhibition mostly above about 38%, no sharp cut-off; inactive = mostly below about 40%;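 note: 0% = agonist challenge alone and 100% = reference antagonist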
Target sequence (O43613 whole entry, looked up): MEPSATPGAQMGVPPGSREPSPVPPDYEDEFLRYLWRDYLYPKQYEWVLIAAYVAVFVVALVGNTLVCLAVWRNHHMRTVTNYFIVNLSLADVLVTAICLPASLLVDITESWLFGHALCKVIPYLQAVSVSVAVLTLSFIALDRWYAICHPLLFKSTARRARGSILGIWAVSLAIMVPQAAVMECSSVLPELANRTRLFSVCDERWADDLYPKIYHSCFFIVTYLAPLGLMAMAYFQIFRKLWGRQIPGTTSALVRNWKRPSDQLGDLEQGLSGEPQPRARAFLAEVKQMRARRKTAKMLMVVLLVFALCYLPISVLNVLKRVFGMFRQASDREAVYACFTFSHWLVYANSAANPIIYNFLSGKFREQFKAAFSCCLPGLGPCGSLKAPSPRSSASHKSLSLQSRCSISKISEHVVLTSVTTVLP
The depositor's hits bear a star; i = inactive; . = no result given.

The line under a structure holds: KCNQ2 inh	STK33 inh	OX1R FRET antag
c1ccc(N2CCN(Cc3nc4ccccc4[nH]3)CC2)nc1
→ i	-0.2	6
COCCOC(=O)C1=C(C)NC2=C(C(=O)CC(C)(C)C2)C1c1cccnc1 (stereo not drawn)
→ i	-0.2	5
Cc1ccc(NCc2nnc3n2CCCCC3)c(C)c1
→ i	-0.4	6
CC1=CC(C)C2(CO)COC(c3ccccc3O)C1C2C (stereo not drawn)
→ i	-1.3	29
COc1ccccc1Oc1ccc2c(c1)C(=O)N(c1ccccc1)C2=O
→ i	-0.6	7
Cc1ccc(CN2C(=O)N/C(=C/c3ccc(-c4ccc(C(=O)O)cc4)o3)C2=O)cc1
→ i	-1.0	7
CCN1CCN(CC(=O)Nc2cc(C)c(C)cc2[N+](=O)[O-])CC1
→ i	-1.0	19
CC(C)Oc1ccc(CN=C(N)N=C(N)N)cc1Cl
→ i	0.0	3
Cc1noc(C)c1C(=O)OCC(=O)c1ccc[nH]1
→ i	-1.8	12
N#C/C(C(N)=O)=C1/CCCN1Cc1ccccc1
→ i	-0.3	9
Cc1cccc(C(=O)OCC(=O)c2ccc3c(c2)NC(=O)CO3)c1
→ .	-2.2	3
Cc1ccc(CNC(=O)c2ccc(CS(=O)(=O)c3ccccc3C)o2)cc1
→ i	-1.0	8
Cc1nn(C)c(Cl)c1CN1CCN(CCC(C)C)C(CCO)C1 (stereo not drawn)
→ i	0.1	4
CCOc1ccccc1OCC(=O)OCC(=O)c1c(C)[nH]c2ccccc12
→ i	-1.5	36
CCc1ccc(OCCCC(=O)NCc2ccccc2)cc1
→ i	0.0	23
CCCC(=O)NNC(=O)CCC(=O)Nc1ccccc1Cl
→ i	-1.2	10
Cc1ccc(C(=O)N(C)CC(=O)Nc2ccc(N3CCOCC3)cc2)s1
→ i	-1.4	24
COc1ccc(N2CCN(C(=O)CSc3nnc(-c4cc5ccccc5cc4O)n3C)CC2)cc1
→ i	7.8	15
OCCCNC(=S)NC1CCCC1
→ i	3.4	5
CN1C(=O)c2ccccc2N(C)C1c1cccc(O)c1 (stereo not drawn)
→ i	-2.1	10
CCCOc1c(Br)cc(/C=N/O)cc1OC
→ i	-0.7	25
O=C(CSc1ccc(Br)cc1)Nc1ccc(N2CCOCC2)cc1
→ i	-3.7	7
C=CCOC(=O)C1=C(C)NC(=O)NC1c1cc2c(cc1Br)OCO2 (stereo not drawn)
→ i	-1.6	11
Cc1ccc(N2C(=O)CC(Sc3ncccc3C(=O)O)C2=O)cc1 (stereo not drawn)
→ i	-1.5	25
CCOc1ccccc1NC(=O)/C(C#N)=C/c1cccnc1
→ i	0.2	.
CNC(=O)COC(=O)c1ccc(NC(=O)CC#N)cc1
→ i	0.4	6
CC1(C)CC(=O)C2=C(C1)N(Cc1ccco1)C(=O)C2(NC(=O)c1cccnc1)C(F)(F)F (stereo not drawn)
→ i	-1.8	6
COc1cc(C(=O)OCc2ccc(C)cc2)cc(NC(=O)c2cccs2)c1OC
→ i	-0.2	4
O=C(CSCc1cccc(Cl)c1)N/N=C/c1ccc(OCC(=O)N2CCCCC2)cc1
→ i	-0.1	27
CN(C)S(=O)(=O)c1ccc(NC=O)cc1
→ i	.	27
Cc1ccc(-n2c(C)nnc2SCC(=O)N2CCOCC2)cc1
→ i	-1.9	2
CC(=O)Nc1nc(C)c(Oc2ccc(Cl)cc2Cl)c(=O)[nH]1
→ i	-1.6	2
Cc1c(NS(=O)(=O)c2cccc(C(=O)N3CCC(C)CC3)c2)c(=O)n(-c2ccccc2)n1C
→ .	0.1	3
Cc1cc(C)n(CCNC(=O)CC2C(=O)NCCN2Cc2ccccc2C(F)(F)F)n1 (stereo not drawn)
→ i	-0.1	15
COc1ccc2c(c1)C(c1ccc(C)o1)=NNC(c1cccnc1)=N2
→ i	-1.8	20
CN(Cc1ccon1)Cc1cn(C)nc1-c1ccc2c(c1)OCCO2
→ i	-0.4	7
Cc1ccnc(N2CCCC(C(=O)Nc3cccc(C)c3C)C2)n1 (stereo not drawn)
→ i	0.3	18
Cc1cc(C)cc(N/C(N)=N/c2nc(C)cc(C)n2)c1
→ i	0.6	9
COc1ccc(NC(=O)C23CC4CC(C2)CC(c2ccc(C)cc2)(C4)C3)cc1
→ i	-2.4	12
CC(/C=C/c1ccco1)=N\NC(=O)c1cc(C)[nH]n1
→ i	0.0	15
CCCCn1c(N)c(-c2nc3ccccc3s2)c2c([N+](=O)[O-])nn(CC)c(=O)c21
→ i	-1.2	6
COc1ccc(NC(=O)CCc2nc(-c3ccc(C)cc3)no2)cc1Cl
→ i	0.1	56
Cc1ccc2[nH]c(-c3ccccc3)c(CN3CCOCC3)c(=O)c2c1
→ i	-0.4	24
CCNC(=S)N(CCc1c(C)[nH]c2ccc(C)cc12)Cc1cccnc1
→ i	-1.6	7
O=C(O)c1nn(CC(=O)N2CCN(c3ncc(C(F)(F)F)cc3Cl)CC2)c(=O)c2ccccc12
→ i	-0.6	16
CC(=O)c1ccc(S(=O)(=O)NC2CC(=O)N(c3ccc(Cl)cc3)C2)cc1 (stereo not drawn)
→ i	-0.5	3
CC(Sc1nncn1C)C(=O)NCCC1=CCCCC1 (stereo not drawn)
→ .	-0.9	5
O=C(COc1ccc2ccc(=O)oc2c1)OCc1ccccc1
→ i	-1.6	5
Cc1nn(-c2ccc(F)cc2)c(Cl)c1/C=C/C(=O)N1CCNC(=O)C1
→ i	-1.0	34
COc1cccc(C(=O)N(C)CC(=O)Nc2ccc(F)c(F)c2F)c1
→ i	-0.2	.
COc1ccc2[nH]c3nc(SCc4nnc(-c5ccc(C)cc5)o4)nnc3c2c1
→ i	0.0	9
Cc1ccc2nc(SCc3nc4ccccc4c(=O)[nH]3)[nH]c2c1
→ i	1.2	32
CCOC(=O)/C(C#N)=C1/C=CN(C)C(C)=N1
→ i	-1.7	14
CCCCn1c(SCC(=O)NC2CC2)nc2ccccc2c1=O
→ i	-0.5	16
Cn1c(N)c(C(=O)COC(=O)C2(c3cccc(F)c3)CCCC2)c(=O)n(C)c1=O
→ i	-0.3	13
Cc1ccc(-c2noc(CSc3nnc(-c4cccs4)n3C)n2)cc1
→ i	-1.7	17
Cc1csc(NC(=S)NC(=O)c2ccccc2)n1
→ i	0.9	28
COc1cccc(CNC(=O)C2=Cc3cccc(OC)c3OC2)c1
→ i	0.5	6
Cc1cc(C)cc(-n2ncc3c2CCCC3NC(=O)CN2CCCC2=O)c1 (stereo not drawn)
→ i	1.4	18
Cc1ccc(C(=O)NC2CCN(S(=O)(=O)c3ccc(F)cc3)CC2)cc1
→ i	-1.5	-5

Sorted by SMILES length (lowest first): part of the list above.
The line under a structure holds: KCNQ2 inh	STK33 inh	OX1R FRET antag
CCCCn1c(SCC(=O)NC2CC2)nc2ccccc2c1=O
→ i	-0.5	16
Cc1ccc(-c2noc(CSc3nnc(-c4cccs4)n3C)n2)cc1
→ i	-1.7	17
Cn1c(N)c(C(=O)COC(=O)C2(c3cccc(F)c3)CCCC2)c(=O)n(C)c1=O
→ i	-0.3	13

The results go on:
The line under a structure holds: KCNQ2 inh	STK33 inh	OX1R FRET antag
CCOC(=O)C1CCN(C(=O)c2cccnc2Oc2ccccc2)CC1
→ i	-1.8	11
CCCCCOCC(O)CCC(=O)NN (stereo not drawn)
→ i	-1.3	14
CCc1nnc(NC(=O)CSc2nnc(-c3cc4ccccc4cc3O)n2CC)s1
→ i	0.6	13
Cc1ccc(N2C(=O)N(C(C)C)C(C)(C)CC2(C)O)cc1 (stereo not drawn)
→ i	-5.4	1
Cc1ccc(/C=N/N(C)S(=O)(=O)c2ccc(C)cc2)cc1
→ i	-1.0	10
C[C@@H]1CN(C(=O)c2nc3ccc(Cl)cn3c2CNCC[C@@H]2C[C@@H]3C=C[C@H]2C3)C[C@H](C)O1
→ i	-1.1	21
CCOC(=O)c1cc(-c2ccccc2)n[nH]1
→ i	-1.5	7
Cc1nc(NC(=O)/C=C/c2ccco2)sc1C
→ i	0.7	12
CCOC(=O)C1CCN(C(=O)C2(NC(=O)NC3CCCCC3)CCCCC2)CC1
→ i	-0.7	4
Cc1ccc(C)c(NC(=O)CSc2nnc(CNC(=O)c3cccs3)o2)c1
→ i	-1.2	15
COc1cc(C(=O)N(Cc2cc3cc(C)ccc3[nH]c2=O)CC2CCCO2)cc(OC)c1OC (stereo not drawn)
→ i	-0.8	10
CCOC(=O)Cn1nc(/C=C/c2ccc(OC)cc2)ccc1=O
→ i	0.1	34
C/C=C(/C)C(=O)O[C@@H]1c2c(ccc3ccc(=O)oc23)O[C@@H]1C(C)(C)OC(=O)/C(C)=C\C
→ i	-1.2	53
Cc1ccc(C)c(CNS(=O)(=O)c2c(C)[nH]c(C)c2C(=O)N2CCCCC2)c1
→ i	0.6	18
COCCN(Cc1cc2ccccc2[nH]c1=O)C(=O)c1ccccc1OC
→ i	-5.2	14
COc1ccc(C(=O)NNC(=O)C(Cc2ccc(O)cc2)NC(=O)c2ccccc2NC(=O)c2ccc(OC)cc2)cc1 (stereo not drawn)
→ i	-0.2	-51
O=C(CCc1c[nH]c2ccccc12)NC1CC1
→ i	-2.5	10
CCOC(=O)c1cc2c(s1)-c1ccccc1CC2
→ i	-0.2	10
COc1cccc(NC(=O)CN2CCN(C(=O)c3ccco3)CC2)c1
→ i	-2.9	14
CCn1c(CNC(=O)COC)nc2ccccc21
→ i	-0.5	10
CC(C)OCCCNC(=O)c1cc(S(=O)(=O)N2CCCCC2)c[nH]1
→ i	-1.2	6
Cc1ccc(OCc2nnc(SCC(=O)c3ccccc3)n2-c2ccccc2)cc1
→ i	-1.5	8
O=C(c1ccc([N+](=O)[O-])cc1)N1CCC(n2nnc3cc(F)ccc32)CC1
→ i	-1.7	17
O=C(CN1C(=O)NC2(CCCCCC2)C1=O)NCc1cccs1
→ i	-0.2	9
Cc1cc(C)c(C(N)=O)c(Nc2ccc3c(c2)OCCO3)n1
→ i	-1.2	14
COc1ccc(OC)c(C(C)NC(=O)Nc2ccccc2)c1 (stereo not drawn)
→ i	-1.1	31
CC(C)=CCC/C(C)=C/C(N)=O
→ i	-0.4	.
CCCOc1ccc(C(=O)CCC(=O)OCC(=O)Nc2ccc(OCC)cc2)cc1
→ i	-0.5	5
O=C1OC/C(=C(/O)c2ccc(Cl)cc2)C1=O
→ i	-1.8	16
O=C(Nc1ccccc1Cc1ccccc1)C1CC(=O)N(c2ccc3c(c2)OCCO3)C1 (stereo not drawn)
→ i	-0.6	12
NC(=S)N/N=C1\CC(n2nnn(-c3cccc(Cl)c3)c2=S)C2COC1O2 (stereo not drawn)
→ i	-0.5	18
O=C(CNC(=O)c1ccco1)OCc1ccccc1F
→ .	-0.2	1
CCOC(=O)c1c(C)n(C)c2ccc(OCC(O)CNCCc3ccccc3)cc12 (stereo not drawn)
→ i	-0.2	-5
O=C(C1=C[C@H](c2csc3ccccc23)C[C@H](OCCCCO)O1)N1CCN(Cc2ccc3c(c2)OCO3)CC1
→ i	-2.4	12
S=C(Nc1cccnc1)NC1CC2CCC1C2 (stereo not drawn)
→ i	-1.5	12
COc1cc(OC)cc(C(=O)OCC(=O)Nc2ccc3[nH]c(=O)[nH]c3c2)c1
→ i	-0.9	13
COCCCN1C(=O)N(c2ccccc2)C(=O)C1CC(=O)Nc1ccc(F)cc1 (stereo not drawn)
→ i	-0.6	10
COCCCn1nnnc1SCC(=O)N1CCCC1
→ i	-0.1	16
CCC(=O)NC(C)C(c1cccs1)N1CCOCC1 (stereo not drawn)
→ i	0.3	5
O=C(CCc1nnc(CCC2CCCCC2)o1)NCCc1cccnc1
→ i	0.1	12
CN(C)S(=O)(=O)c1cccc(NC(=O)c2cccc(NS(=O)(=O)c3ccccc3)c2)c1
→ i	-2.3	21
C/C(=N\NC(=O)c1cccc(F)c1)c1cccc(NC(=O)c2ccc(F)cc2)c1
→ i	0.0	12
COc1cc(NC(=O)C2CCN(c3cnccn3)CC2)cc(OC)c1
→ i	-0.3	17
COc1ccc(CCNC(=O)c2ccc(CNS(=O)(=O)c3cc(C)ccc3C)cc2)cc1OC
→ i	-2.6	31
COc1cc2ccccc2cc1C(=O)NC(=S)Nc1cccc(C(=O)O)c1
→ i	-1.0	17
CCCCNc1nc2c(c(=O)n(Cc3ccccc3)c(=O)n2C)n1C
→ i	-0.9	4
NCCc1c(C(=O)O)[nH]c2ccc([N+](=O)[O-])cc12
→ i	-1.1	9
O=C(Cn1cc([N+](=O)[O-])ccc1=O)NCC(=O)Nc1ccc(F)c(F)c1F
→ .	-0.3	16
C=CCSc1n[nH]c(-c2ccc(OCCCC)cc2)n1
→ i	-2.0	18
CC1(C)CC(=O)C=C(Nc2ccccc2C#N)C1
→ i	-1.1	2
Cc1ccc(NC(=O)NC2(C(=O)NCc3ccco3)CCCCC2)cc1
→ i	-1.0	4

A different layout for part of the listing above.
smiles,KCNQ2 inh,STK33 inh,OX1R FRET antag
Cc1nn(-c2ccc(F)cc2)c(Cl)c1/C=C/C(=O)N1CCNC(=O)C1,i,-1.0,34
COc1cccc(C(=O)N(C)CC(=O)Nc2ccc(F)c(F)c2F)c1,i,-0.2,.
COc1ccc2[nH]c3nc(SCc4nnc(-c5ccc(C)cc5)o4)nnc3c2c1,i,0.0,9
Cc1ccc2nc(SCc3nc4ccccc4c(=O)[nH]3)[nH]c2c1,i,1.2,32
CCOC(=O)/C(C#N)=C1/C=CN(C)C(C)=N1,i,-1.7,14

From PubChem
